Screening data from PubChem.
Tau ThT inhib: qHTS for Inhibitors of Tau Fibril Formation, Thioflavin T Binding. actives 2.1% (n = 270,000). Microtubule-associated protein tau (Homo sapiens), P10636. recombinant tau K18 P301L, heparin-induced fibrillization, ThT fluorescence. Potency, µM (top dose mostly 57.4 µM), without a hit: at the top dose activity, negative = inhibition, hits mostly inhibitors; note: % is set by controls: 0 for no effect and ±100 for the full control effect; nearly all actives have a fitted effect of over 55% in size
Target sequence (P10636 561-689 P618L limits assumed): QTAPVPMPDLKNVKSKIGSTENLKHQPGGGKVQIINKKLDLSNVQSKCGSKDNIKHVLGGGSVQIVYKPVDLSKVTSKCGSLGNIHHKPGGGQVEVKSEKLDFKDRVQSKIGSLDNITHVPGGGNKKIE
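Heparin-induced (20 uM) aggregation of recombinant human K18 P301L tau, 15 uM unlabeled with 0.24 uM labeled, pH 7 acetate buffer, 6 hr at 37 C with compound. Fibrils quantified by 30 uM ThT fluorescence after 1 hr ambient incubation.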
aGlu spleen mod: qHTS Assay for Inhibitors and Activators of Human alpha-Glucosidase From Spleen Homogenate. human spleen homogenate, 4-MU-alpha-glucoside fluorescence. Potency, µM (highest dose often 79.9 µM), without a hit: top-dose activity change, negative = inhibition, most hits filed as inhibitors. AID 2112, 2009. actives 0.006% (n = 240,000). Lysosomal alpha-glucosidase (Homo sapiens), P10253;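 note: 0% = enzyme with vehicle and -100% = no enzyme basal signal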
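Enzyme source: human spleen homogenate, 1 ug/well. Buffer 50 mM citric acid/K phosphate pH 5.0, 0.01% Tween-20. 4-MU-alpha-glucoside 1 mM; 37 C x 40 min; NaOH/glycine stop; fluorescence.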
GAA inhib: qHTS Assay for Inhibitors of Human alpha-Glucosidase as a Potential Chaperone Treatment of Pompe Disease | Lysosomal alpha-glucosidase (Homo sapiens), P10253 | purified human GAA, 4-MU-alpha-glucoside fluorescence | Potency, µM (doses to about 76.9 µM), inactives show at the top dose activity change, negative = inhibition, hits mostly inhibitors | actives 0.005% (n = 200,000);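 note: plate controls were uninhibited enzyme wells for no effect and no-enzyme background for full effect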
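Human enzyme at 4 nM with 400 uM 4-methylumbelliferyl-alpha-D-pyranoside, citrate/phosphate buffer pH 5.0, 0.005% Tween-20, 20 min at room temperature. Compounds up to 77 uM. 4-MU fluorescence (Ex 365/Em 440) read after NaOH/glycine stop; AC50 from Hill fit.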
Tau fluor counter: Counterscreen qHTS for Inhibitors of Tau Fibril Formation, Fluorescence Polarization; tau K18 P301L (four-repeat tau fragment) Alexa594 fluorescence, heparin fibrillization; Potency, µM (highest dose often 57.7 µM), inactives show at the top dose activity change, negative = decrease; actives 0.93% (n = 280,000); note: % is set by controls: 0 for no effect and ±100 for the full control effect; nearly all actives have a fitted effect of over 55% in size
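Human K18 P301L tau (15 uM unlabeled plus 0.24 uM Alexa 594-labeled, final) in 100 mM sodium acetate pH 7 was mixed with compound and 20 uM heparin and incubated 6 hr at 37 C.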
HTT ATP protect: qHTS Multiplex Assay to Identify Dual Action Probes in a Cell Model of Huntington: Cytoprotection (ATP). Potency, µM (highest dose often 56.4 µM), without a hit: cytoprotection (ATP increase), usual class: activators. actives 0.14% (n = 230,000). PC12 HTT-Q103 induced, cytoprotection, ATP luminescence, 40 h. AID 1471, 2008;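 note: % of control where 0% means no effect; nearly all actives have a fitted effect of over 45% in size; toxic huntingtin expression switched on by the ecdysone agonist tebufenozide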
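Stable PC12 Q103-GFP cells in serum-supplemented, phenol red-free DMEM; induction by tebufenozide at 100 nM final; compound dose series; cell viability quantified luminescently from ATP.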
GAA glycogen: qHTS Assay for Inhibitors and Activators of Human alpha-Glucosidase Cleavage of Glycogen; actives 0.38% (n = 300,000); recombinant GAA, glycogen substrate, Amplex Red glucose oxidase fluorescence; AID 2100, 2009; Potency, µM (doses to about 76.4 µM), without a hit: top-dose activity change, negative = inhibition, actives largely listed as inhibitors;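 note: 0% = full enzyme reaction and -100% = no-enzyme basal signal; the screen sought inhibitors and activators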
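Natural-substrate format: glycogen cleavage by 4 nM human enzyme, glucose read by Amplex Red coupling (Ex 573, Em 610 nm). Normalized to enzyme and no-enzyme controls.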
aGal spleen mod: qHTS Assay for Inhibitors and Activators of Human alpha-Galactosidase From Spleen Homogenate; Potency, µM (doses to about 80 µM), inactives show at the highest dose activity change, negative = inhibition, actives largely listed as inhibitors; human spleen homogenate, 4MU-alpha-Gal fluorescence, 40 min; actives 0.008% (n = 240,000); Alpha-galactosidase A (Homo sapiens), P06280;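 note: 0% = enzyme with vehicle and -100% = no enzyme basal signal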
Target sequence (P06280 32-429 limits assumed): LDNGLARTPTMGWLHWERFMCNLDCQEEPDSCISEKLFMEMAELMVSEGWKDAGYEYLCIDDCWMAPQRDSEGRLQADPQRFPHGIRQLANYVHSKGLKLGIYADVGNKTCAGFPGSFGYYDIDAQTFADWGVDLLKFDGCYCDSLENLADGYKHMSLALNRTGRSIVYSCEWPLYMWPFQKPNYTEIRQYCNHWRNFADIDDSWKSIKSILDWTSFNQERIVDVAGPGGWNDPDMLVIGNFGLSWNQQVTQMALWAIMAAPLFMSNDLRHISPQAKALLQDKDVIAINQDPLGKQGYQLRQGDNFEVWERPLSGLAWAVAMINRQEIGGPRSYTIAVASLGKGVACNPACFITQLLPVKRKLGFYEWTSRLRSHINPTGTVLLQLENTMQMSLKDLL
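Inhibition or activation of alpha-galactosidase in human spleen homogenate is scored by 4-MU fluorescence after 40 min at 37C, pH 5.0, with 1 mM substrate. AC50s come from concentration-response fitted to the Hill equation.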
Tau fibril FP: qHTS for Inhibitors of Tau Fibril Formation, Fluorescence Polarization; AID 1468, 2008; K18 P301L tau heparin fibrillization, Alexa594 FP, 6 h; actives 0.39% (n = 280,000); Potency, µM (top dose mostly 57.7 µM), without a hit: at the highest dose activity, negative = inhibition, actives largely listed as inhibitors; note: % is set by controls: 0 for no effect and ±100 for the full control effect; nearly all actives have a fitted effect of over 55% in size
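Read-out: fluorescence polarization of Alexa 594-labeled tau (0.24 uM), 555 nm excitation, 632 nm emission. Mixtures held 15 uM unlabeled K18 P301L, compound and 20 uM heparin, pH 7 acetate buffer, incubated 6 hr at 37 C.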
The depositor's hits bear a star; ? = inconclusive; . = no result given; [ ] = remark or other dose. Calls come from the whole dose curve; as a rule, active = well fitted curve in the direction sought with a large enough effect; inconclusive = small, poorly fitted or top-dose-only effect, or another doubt; inactive = no such curve, though single readings can be large; an effect the other way counts as inactive or inconclusive. Potency is the fitted concentration of half-maximal effect. Hits appear at their usual frequency; 3.3% or so of the library scored in one or more.

SMILES	Tau ThT inhib	aGlu spleen mod	GAA inhib	Tau fluor counter	HTT ATP protect	GAA glycogen	aGal spleen mod	Tau fibril FP
O=C(Nc1ccnc(-c2ccncc2)n1)C1CC1	-1%	-2%	5%	-2%	4%	14%	-2%	-12%
O=C1CSC(c2cccc([N+](=O)[O-])c2)N1C1CC2CCC1C2 (stereo unspecified)	-3%	0%	.	-12%	-30%[10 µM]	3%	0%	3%
Cc1ccc(S(=O)(=O)c2nc(C)oc2NCc2ccccc2)cc1	-17%	-10%	-15%	2%	17%[10 µM]	-10%	-4%	4%
CCC(C(=O)NCCN1CCN(C)CC1)n1c(C)c2cnn(-c3ccccc3)c(=O)c2c1C (stereo unspecified)	-2%	-13%	-5%	-1%	4%	-7%	-5%	1%
CCOC(=O)c1ccc(Nc2c(CC)c(C)nc3ncnn23)cc1	-5%	-6%	-1%	2%	23%[10 µM]	-10%	-10%	-7%
Cc1cc(NC(=O)CCCN2C(=O)/C(=C\c3cccs3)SC2=S)no1	-9%	-12%	-1%	-1%	19%[10 µM]	19%	2%	-8%
O=C(CNC(=O)c1ccco1)NCC(=O)OCc1ccc(C(=O)Oc2ccc(Cl)cc2)cc1	-16%	-7%	0%	-15%	-4%	-2%	-3%	-5%
COC(=O)c1sccc1NC(=O)c1sccc1C	5%	14%	-5%	1%	-8%[10 µM]	-4%	7%	0%
CC(=O)Nc1ccc(S(=O)(=O)Nc2nc3ccccc3nc2-n2ccc(=NC(=O)c3ccccc3)cc2)cc1	.	-10%	.	-3%[0.0958 µM]	9%[10 µM]	0%	1%	-1%[0.0958 µM]
CN(C)S(=O)(=O)c1cccc(C(=O)N2CCN(Cc3ccccc3)CC2)c1	-1%	3%	-9%	2%	1%	1%	8%	2%
Nc1ccc(S(=O)(=O)NC2(C(F)(F)F)NC(=O)N(c3ccccc3Cl)C2=O)cc1 (stereo unspecified)	-5%	5%	2%	-3%	6%[10 µM]	7%	3%	6%
COC(=O)Cn1nc(-c2ccccc2)c2cc(Cl)ccc21	?	5%	-10%	?	0%	-9%	6%	?

Single values from above.
Under aGlu spleen mod, CCC(C(=O)NCCN1CCN(C)CC1)n1c(C)c2cnn(-c3ccccc3)c(=O)c2c1C (stereo unspecified) is listed with -13%
Under HTT ATP protect, COC(=O)Cn1nc(-c2ccccc2)c2cc(Cl)ccc21 is listed with 0%
Under Tau fluor counter, Cc1ccc(S(=O)(=O)c2nc(C)oc2NCc2ccccc2)cc1 is listed with 2%

Next section:
SMILES	Tau ThT inhib	aGlu spleen mod	GAA inhib	Tau fluor counter	HTT ATP protect	GAA glycogen	aGal spleen mod	Tau fibril FP
COc1ccc(-c2nn(C)c(=O)c3ccccc23)cc1CNC(=O)NC1CCCCC1	-12%	8%	3%	0%	16%[10 µM]	-3%	6%	-5%
CCC(=O)N1CCc2cc(S(=O)(=O)CCC(=O)Nc3ccc(OC)c(OC)c3)ccc21	-8%	5%	-3%	-13%	-4%	1%	11%	-1%
CC1CCc2nc(NC(=O)CN3CCN(c4ccccc4)CC3)sc2C1 (stereo unspecified)	-12%	1%	6%	-17%	-11%[0.074 µM]	-3%	8%	12%
Cc1ccc(CNC(=O)C2CCN(S(=O)(=O)c3cccs3)CC2)o1	?	-16%	-14%	-9%	11%[10 µM]	-12%	-4%	?
COc1ccc(NC(=O)C(CCCCNC(=O)OC(C)(C)C)NC(=O)OCc2ccccc2)cc1 (stereo unspecified)	-1%	-8%	-10%	-12%	14%[10 µM]	-4%	-9%	0%
O=C(N/N=C/C=C/c1ccccc1)c1ccc(Br)cc1	?	2%	-2%	-4%	-9%	0%	2%	-6%
C#CCOCCOCCOCCNc1nc(N2CCN(C(=O)[C@H]([C@@H](C)CC)n3cc(CCCN=C(N)N)nn3)CC2)nc(N2CCN(C(=O)[C@H](Cc3ccc(O)cc3)n3cc(CCO)nn3)CC2)n1	-6%	-12%	-1%	-10%	.	6%	-5%	3%
Cc1ccc(C(=O)NCC(=O)OCC(=O)Nc2ccccc2[N+](=O)[O-])cc1	-10%	1%	3%	-17%	15%[10 µM]	-2%	-4%	-1%
CNc1nccc(-c2ccc(F)cc2)c1C#N	2%	.	?	5%	-34%[inhibitor]	-1%	7%	7%
CC(=O)Nc1ccc(C(=O)NNC(=O)c2cccs2)cc1	-6%	0%	-7%	5%	8%[10 µM]	-6%	-1%	11%
O=C(CN1CCN(C(=S)NC2CCCC2)CC1)Nc1ccc(Oc2ccccc2)cc1	-13%	-4%	-1%	-26%	15%[10 µM]	-13%	5%	2%
CCC12CN3CC(C)(CN(C1)C3c1c[nH]c3ccc(OC)cc13)C2=O (stereo unspecified)	5%	.	.	-2%	.	-4%[76.3 µM]	.	4%

Given with two lines to a compound: part of the list above
The line under a structure holds: Tau ThT inhib, aGlu spleen mod, GAA inhib, Tau fluor counter, HTT ATP protect, GAA glycogen, aGal spleen mod, Tau fibril FP
> CCC(=O)N1CCc2cc(S(=O)(=O)CCC(=O)Nc3ccc(OC)c(OC)c3)ccc21
    -8%, 5%, -3%, -13%, -4%, 1%, 11%, -1%
> CC1CCc2nc(NC(=O)CN3CCN(c4ccccc4)CC3)sc2C1 (stereo unspecified)
    -12%, 1%, 6%, -17%, -11%[0.074 µM], -3%, 8%, 12%

Further entries follow:
SMILES	Tau ThT inhib	aGlu spleen mod	GAA inhib	Tau fluor counter	HTT ATP protect	GAA glycogen	aGal spleen mod	Tau fibril FP
CCOC(=O)N1CCN(C(=O)c2ccc(C#CC3(O)CCCCC3)cc2)CC1	-9%	-5%	-7%	-3%	8%	2%	-1%	2%
O=C(c1ccccc1)N1CCN(C(=O)c2ccc([N+](=O)[O-])cc2)CC1	2%	-4%	5%	-2%	12%[10 µM]	1%	2%	3%
CC(NC(=O)c1ccc2c(c1)OCO2)C1CCCO1 (stereo unspecified)	2%	-10%	-2%	8%	7%	2%	-4%	0%
Cc1cc(O)c(Oc2cc(C)cc(O)c2O)c(O)c1	5.6µM*	-4%	.	?	-18%[10 µM]	?	6%	?
CC(=O)NC1(C(F)(F)F)C(=O)Nc2c1c(=O)[nH]c(=O)n2Cc1ccco1 (stereo unspecified)	0%	0%	2%	1%	-14%	3%	-4%	3%
OCC(O)C(O)C(O)C(O)c1nc2ccccc2[nH]1 (stereo unspecified)	-6%	-3%	7%	-10%	-7%	8%	15%	-12%
COc1cc(NC(=O)c2ccccc2[N+](=O)[O-])c(C(=O)O)cc1OC	-10%	0%	-1%	2%	-52%[inhibitor]	20%	-1%	1%
CCCCC1=CC2=C(OC(C)=O)C(=O)C(C)(OC(=O)CC)C(=O)C2=CO1 (stereo unspecified)	?	1%	.	-16%	-20%	.	-14%	?
Cc1ccc(-n2c(SCc3nc4ccccc4c(=O)[nH]3)nnc2-c2ccccc2O)cc1	-6%	-4%	1%	-13%	14%[10 µM]	3%	-1%	9%
CCOC(=O)c1cc(CC)sc1NC(=O)C(c1ccccc1)c1ccccc1	?	-9%	0%	-18%	-41%[inhibitor]	-1%	-7%	-16%
CCCCC/C=C\C\C=C/C=C/C=C/[C@@H](SC[C@H](NC(=O)CC[C@H](N)C(=O)O)C(=O)NCC(=O)O)[C@@H](O)CCCC(=O)O	3%	6%	.	7%	12%	.	-18%	4%
OCCC1CN(Cc2cccc3nccnc23)CCN1C1CCCC1 (stereo unspecified)	5%	0%	.	4%	3%[10 µM]	7%	4%	-3%
Cc1cccc(-n2nnc3c(=O)n(Cc4ccccn4)cnc32)c1	-5%	-2%	2%	-2%	-9%	12%	-6%	1%
CCN(CCn1cccn1)Cc1c(C(=O)N2CCCCCCC2)nc2ccc(Cl)cn12	4%	2%	?	2%	3%[10 µM]	1%	2%	-3%
CC(=O)NCC(=O)OCC(=O)c1ccc(C)cc1	-2%	0%	-1%	-1%	18%	-4%	2%	-2%
c1ccc(Cc2nn3c(Cn4cnc5ccccc54)nnc3s2)cc1	-5%	-8%	-3%	3%	16%[10 µM]	-5%	-10%	0%
Cc1ccc2nc(C(Cl)(Cl)Cl)nc(N/N=C/c3ccncc3)c2c1	-11%	-6%	-3%	-20%	6%	5%	1%	?
c1ccc(-c2c[n+]3c(n2-c2ccccc2)SCC3)cc1	-11%	-5%	.	-13%	13%[10 µM]	-2%	-1%	-5%
O=C(NC(c1ccccc1)c1ccccc1)N1CCN(CCO)CC1	6%	-3%	-1%	7%	-10%	6%	5%	5%
Cc1ccc(S/C=C\C(=O)c2ccccc2)cc1	?	-10%	-2%	-24%	-77%[inhibitor]	-6%	16%	?
CCCn1c2ccccc2c2nnc(SCC(=O)Nc3cc(C)on3)nc21	-9%	-4%	-1%	-13%	11%[10 µM]	8%	-3%	-3%
Cc1cc(N2CCCC2)n2nc(C)c(-c3ccccc3)c2n1	-5%	-4%	-6%	-6%	-24%	6%	-6%	3%
CCCn1c(SCC(=O)Nc2nnc(-c3ccccc3)s2)nnc1-c1ccccn1	-17%	1%	-8%	-3%	-8%[10 µM]	-2%	4%	1%
CCn1c(COc2ccccc2)nnc1SCC(=O)Nc1cc(OC)ccc1OC	-16%	-17%	2%	-13%	-5%[10 µM]	2%	-5%	-2%
CN(C(=O)COC(=O)COc1ccc(Cl)cc1)C1CCCCC1	2%	1%	-2%	-5%	-3%[10 µM]	3%	5%	-2%
Cc1nc2nc(C)c(CCC(=O)NCCC3=CCCCC3)c(C)n2n1	-11%	-4%	1%	-2%	-4%	11%	5%	4%
